NPSR antagonist: qHTS Assay for Antagonists of the Neuropeptide S Receptor: cAMP Signal Transduction | Potency, µM (doses to about 38.3 µM), for the others: at the highest dose activity change, negative = inhibition, most hits filed as inhibitors | CHO-NPSR cells, cAMP TR-FRET, antagonist mode | 1% of 220,000 active | Q6W5P4 | AID 1461, 2008; further: on the % scale 0 is the no-effect control and ±100 the full control effect; nearly all actives have a fitted effect of over 50% in size; many of its hits are not listed in these tables
Target sequence (Q6W5P4 whole entry, looked up): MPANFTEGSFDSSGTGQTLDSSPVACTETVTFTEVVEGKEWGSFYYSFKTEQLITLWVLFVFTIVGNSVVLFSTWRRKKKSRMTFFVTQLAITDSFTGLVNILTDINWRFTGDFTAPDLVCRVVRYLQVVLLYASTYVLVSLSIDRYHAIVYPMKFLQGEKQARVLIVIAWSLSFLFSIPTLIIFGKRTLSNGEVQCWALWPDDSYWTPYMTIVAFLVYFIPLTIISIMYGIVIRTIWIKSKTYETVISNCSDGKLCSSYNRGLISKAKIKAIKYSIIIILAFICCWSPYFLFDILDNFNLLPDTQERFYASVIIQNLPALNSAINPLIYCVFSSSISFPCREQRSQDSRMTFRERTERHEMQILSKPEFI
aGal spleen mod: qHTS Assay for Inhibitors and Activators of Human alpha-Galactosidase From Spleen Homogenate | Alpha-galactosidase A (Homo sapiens), P06280 | human spleen homogenate, 4MU-alpha-Gal fluorescence, 40 min | Potency, µM (titrated, usually from 80 µM), without a hit: at the top dose activity change, negative = inhibition, actives largely listed as inhibitors | 0.008% of 240,000 active;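 further: 0% = enzyme with vehicle and -100% = no enzyme basal signal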
Target sequence (P06280 32-429 limits assumed): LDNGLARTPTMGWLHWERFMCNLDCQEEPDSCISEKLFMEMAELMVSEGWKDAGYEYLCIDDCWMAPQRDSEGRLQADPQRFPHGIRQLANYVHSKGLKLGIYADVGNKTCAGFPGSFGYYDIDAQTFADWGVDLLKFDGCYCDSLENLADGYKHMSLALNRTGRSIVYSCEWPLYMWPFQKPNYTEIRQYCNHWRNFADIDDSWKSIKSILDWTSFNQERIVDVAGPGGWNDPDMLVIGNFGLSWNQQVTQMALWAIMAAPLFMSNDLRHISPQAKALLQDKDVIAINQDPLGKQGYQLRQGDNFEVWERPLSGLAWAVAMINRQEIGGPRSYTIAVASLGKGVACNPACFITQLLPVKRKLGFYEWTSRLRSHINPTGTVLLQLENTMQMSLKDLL
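Human spleen homogenate (1 ug) was the enzyme source, with 4-methylumbelliferyl-alpha-D-galactopyranoside (1 mM final) in pH 5.0 citrate buffer with 0.01% Tween-20. Compounds were titrated; after 40 min at 37C, NaOH/glycine stop, 4-MU fluorescence read; AC50 from Hill fits.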
ALDH1A1 block: qHTS Assay for Inhibitors of Aldehyde Dehydrogenase 1 (ALDH1A1). 7.3% of 220,000 active. Potency, µM (series often up to 75.3 µM), for the others: top-dose activity, negative = inhibition, actives largely listed as inhibitors. Purified ALDH1A1, NADH fluorescence, propionaldehyde substrate; active means well fitted inhibition curve with a large enough effect, not every such curve was filed as active; inconclusive means small, poorly fitted or top-dose-only effect, or another doubt; inactive means no such curve, though single readings can be large or run the other way;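 further: plate controls were no enzyme wells and a reference inhibitor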
GAA spleen mod: qHTS Assay for Inhibitors and Activators of Human alpha-Glucosidase From Spleen Homogenate; AID 2112, 2009; 0.006% of 240,000 active; human spleen homogenate, 4-MU-alpha-glucoside fluorescence; Potency, µM (highest dose often 79.9 µM), for inactives: top-dose activity change, negative = inhibition, usual class: inhibitors; Lysosomal alpha-glucosidase (Homo sapiens), P10253;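 further: 0% = enzyme with vehicle and -100% = no enzyme basal signal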
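Compounds were titrated against alpha-glucosidase in spleen homogenate at pH 5.0, with 1 mM 4-methylumbelliferyl substrate for 40 min at 37 C. Reactions were quenched with pH 10 NaOH/glycine and fluorescence measured.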
Tau fluor cs: Counterscreen qHTS for Inhibitors of Tau Fibril Formation, Fluorescence Polarization | tau K18 P301L Alexa594 fluorescence, heparin fibrillization | Potency, µM (doses to about 57.7 µM), inactives show top-dose activity change, negative = decrease | 0.93% of 280,000 active; further: on the % scale 0 is the no-effect control and ±100 the full control effect; nearly all actives have a fitted effect of over 55% in size
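Human tau K18 P301L (15 uM unlabeled, 0.24 uM Alexa 594-labeled) in 100 mM sodium acetate pH 7 with 20 uM heparin, 6 hr at 37 C. ThT 30 uM added, 1 hr ambient; Alexa 594 FP and total fluorescence read at 555/632 nm.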
GAA inhib: qHTS Assay for Inhibitors of Human alpha-Glucosidase as a Potential Chaperone Treatment of Pompe Disease | Potency, µM (titrated, usually from 76.9 µM), without a hit: top-dose activity change, negative = inhibition, usual class: inhibitors | purified human GAA, 4-MU-alpha-glucoside fluorescence | Lysosomal alpha-glucosidase (Homo sapiens), P10253 | 0.005% of 200,000 active;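 further: plate controls were uninhibited enzyme wells for no effect and no-enzyme background for full effect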
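Enzyme (4 nM final) mixed with compound (up to 77 uM), then 4-MU-alpha-D-pyranoside (400 uM final) added; 20 min at room temperature, pH 5.0. Reaction stopped at pH 10, fluorescence read, AC50 derived by Hill fit.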
GAA glycogen mod: qHTS Assay for Inhibitors and Activators of Human alpha-Glucosidase Cleavage of Glycogen; 0.38% of 300,000 active; AID 2100, 2009; recombinant GAA, glycogen substrate, Amplex Red glucose oxidase fluorescence; Potency, µM (series often up to 76.4 µM), for the others: at the highest dose activity change, negative = inhibition, hits mostly inhibitors;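 further: 0% = full enzyme reaction and -100% = no-enzyme basal signal; the screen sought inhibitors and activators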
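Recombinant enzyme (4 nM final) with compounds titrated up to 77 uM and bovine liver glycogen (30 ug) in citrate pH 5.0, 0.01% Tween-20, 37 C 40 min. Released glucose detected by Amplex Red/glucose oxidase (Ex 573/Em 610); AC50 from Hill fits.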
Epigenetic reg: Quantitative High-Throughput Screen for Regulators of Epigenetic Control. murine LDR cells, GFP reporter derepression, 30 h. Potency, µM (titrated, usually from 53.9 µM), for inactives: at the top dose GFP activation, actives largely listed as activators. 0.2% of 280,000 active. AID 1865, 2009; further: % of control where 0% means no effect; nearly all actives have a fitted effect of over 60% in size
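In this reporter-derepression format, murine cells bearing a silenced integrated CMV-GFP locus incubate with test compound (30 h, 37 C), then are washed and imaged; fluorescent objects of 20–120 um count as induced cells.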
Starred values were filed as active, the others as inactive; ? = inconclusive; nt = no result given; & = joins results of further samples; [ ] = dose if it differs, or a comment. Unless noted, the call rests on the fitted dose curve; in most records, active means well fitted curve in the direction sought with a large enough effect; inconclusive means small, poorly fitted or top-dose-only effect, or another doubt; inactive means no such curve, though single readings can be large; an effect the other way counts as inactive or inconclusive. Potency means the concentration at half of the fitted maximal effect. The list is partial, so the mix of outcomes need not match the whole.

mol | NPSR antagonist | aGal spleen mod | ALDH1A1 block | GAA spleen mod | Tau fluor cs | GAA inhib | GAA glycogen mod | Epigenetic reg
CCOC(=O)c1c(NC(=O)N/N=C/c2ccc(O)c(OC)c2)sc(C(C)=O)c1C | 2.0% | 14.3% | nt | 1.8% | -8.6% | nt | -10.3% | ?
O=C(c1ccccc1F)N(Cc1cccnc1)Cc1cc2cc3c(cc2[nH]c1=O)OCCO3 | -4.9% | 4.7% | ? | -0.7% | -0.8% | ? | -0.9% | -0.6%
CCOc1ccc(C(=O)c2nc3c(n2O)CCCC3)cc1 | -4.5%[46.1 µM] | -13.2% | 4.3% | -11.8% | -5.0% | -5.6% | -1.7% | -0.9%
O=S(=O)(Nn1c(O)c(C=C2N=c3ccccc3=N2)sc1=S)c1ccccc1 | 44.2% | 1.9% | nt | -3.6% | ? | nt | -3.1% | -2.2%
O=C(O)/C=C/C(=O)NNC(=O)c1cccc(Br)c1 | 11.7% | -1.7% | 20µM* | -0.4% | -4.9% | -1.0% | 0.2% | 1.1%
CCOC(=O)N1CCC(NC(=O)c2cc(S(=O)(=O)N3CCOCC3)ccc2F)CC1 | 7.4%[46.1 µM] | -6.5% | -6.1% | -7.4% | 3.6% | ? | 8.3% | 1.4%
Cc1cc(C(=O)O)ccc1-n1c(C)cc(C=C2C(=O)c3ccccc3C2=O)c1C | 42.8% | -13.5% | 10µM* | -12.3% | -18.4% | nt | -9.9% | -0.2%
COC(=O)C1=C(C)NC(=O)CC1c1ccc(F)c(Br)c1 (configuration not stated) | -6.2%[46.1 µM] | 7.3% | 5.9% | 13.8% | -3.1% | 2.3% | 2.7% | 2.0%
CCc1c(C)nc(SCC(=O)Nc2c(C)n(C)n(-c3ccccc3)c2=O)[nH]c1=O | -7.1%[46.1 µM] | 18.2% | 13.1% | -0.5% | 2.1% | 3.6% | -10.7% | -2.3%
Nc1nnc(SCCCC(=O)c2ccc(Br)cc2)s1 | 45.4% | 5.8% | 14.4% | -2.1% | 8.7% | 1.4% | 11.8% | -1.1%
O=C(Nc1ccc(Cl)cc1C(F)(F)F)c1ccccc1 | 13.8% | 4.5% | 1.0% | 3.0% | -16.6% | -0.2% | -3.2% | 5.1%
O=C(CN1CCN(c2ccc(F)cc2)CC1)N1N=CCC1c1ccccc1 (configuration not stated) | -10.6%[46.1 µM] | 5.5% | 4.9% | 4.4% | -0.2% | 3.3% | 1.4% | 0.4%
Cc1nc(SCC(=O)c2ccc(Cl)s2)c2oc3ccccc3c2n1 | ? | 0.0% | ? | -0.5% | -14.1% | -3.5% | 1.5% | 3.7%
CC[C@H](CO)NCCN[C@H](CC)CO | -6.7% | -3.2% | -1.7% | -3.9% | -4.5% | -7.4%[15.4 µM] | 4.0% | 3.0%
CCOC(=O)c1csc(NC(=O)CSc2nnnn2-c2ccc(OCC)cc2)n1 | -4.0%[46.1 µM] | -1.4% | 2.5% | 3.5% | 2.3% | 5.2% | -1.1% | -1.6%
COC(=O)C1=CN(Cc2cccs2)C=C(C(=O)OC)C1c1cccc(Cl)c1 | ? | ? | ? | ? | -21.9% | ? | -5.2% | 1.0%
CC(C)NC(NC(=O)/C=C/c1ccccc1)C(Cl)(Cl)Cl (configuration not stated) | -2.9% | -6.4% | 7.9% | -1.8% | -4.4% | 9.7% | 3.8% | 1.9%
CCOC(=O)c1cc(-c2ccc(C)cc2)n(CCC(=O)N2CCN(c3ccccn3)CC2)c1C | -19.3% | -6.6% | 2.0% | -6.2% | 0.8% | 2.1% | -5.7% | 0.0%
Cn1nc(-c2ccccc2)c(C(=O)NC(C(=O)O)c2ccccc2)c1Cl (configuration not stated) | -12.6% | 4.9% | 6.6% | -0.3% | -1.2% | 0.0% | -2.0% | -4.2%
CC(SC1=NCCS1)C(=O)Nc1nnc(-c2ccc(F)cc2)s1 (configuration not stated) | -24.4%[46.1 µM] | -0.9% | -6.2% | -6.3% | -15.0% | 1.8% | -10.8% | 0.1%
COc1ccc(OC)c(/C=N/n2c(-c3n[nH]c4c3CCC4)n[nH]c2=S)c1 | 11.9% | 3.4% | -4.1% | 0.9% | -18.1% | -10.5%[15.4 µM] | 7.5% | -4.5%
O=C(CN1CCOCC1)n1c2ccccc2c2ccccc21 | -4.8%[46.1 µM] | -2.4% | 5.0% | -16.7% | -5.6% | 3.3% | -2.8% | 1.6%
CC1CC(C#N)N(N(C)C)C1=C(C#N)C#N (configuration not stated) | 7.4% | 7.9% | nt | 6.1% | -8.0% | nt | -2.0% | 1.1%
CC(O)CNCc1ccccc1C(F)(F)F (configuration not stated) | -6.3% | -2.9% | 5.7% | 2.3% | 2.6% | nt | 10.9% | -0.2%
O=C(CN1CCN(c2nc(-c3ccc(F)cc3)cs2)CC1)NCc1ccc2c(c1)OCO2 | ? | -1.7% | -15.6% | -0.8% | -28.9% | -5.0% | -15.0% | 0.0%
COc1ccc(N2CCN(CCCNC(=O)C3CCCN(S(=O)(=O)c4cnc[nH]4)C3)CC2)cc1 (configuration not stated) | -17.0%[46.1 µM] | 12.6% | 2.1% | 8.7% | 2.9% | -13.6% | ? | 1.3%
C=CCn1c(SCC(=O)NNC(=O)Nc2cccc(Cl)c2)nnc1-c1ccccc1 | -8.8% | 2.0% | nt | 4.5% | -16.4% | nt | -8.5% | 7.4%
O=C(CSc1nnc(Cn2c(=O)sc3ccccc32)n1-c1ccccc1)NCc1ccco1 | -9.2%[46.1 µM] | 11.5% | ? | 2.1% | 0.8% | 1.7% | 0.0% | 1.0%
CSc1cccc(NC(=S)N(CCC(C)C)C2CCN(C(C)=O)CC2)c1 | -15.9% | -0.5% | -10.8% | -0.9% | -12.9% | 3.5% | 1.1% | -0.8%
Cn1c(-c2ccc3ccccc3n2)nc2cnccc21 | -7.1%[46.1 µM] | -4.0% | 1.9% | -7.4% | -17.0% | -5.2% | -3.9% | 0.0%

Reprinted from the part before: 3 entries, followed by the next part.
mol | NPSR antagonist | aGal spleen mod | ALDH1A1 block | GAA spleen mod | Tau fluor cs | GAA inhib | GAA glycogen mod | Epigenetic reg
O=C(CSc1nnc(Cn2c(=O)sc3ccccc32)n1-c1ccccc1)NCc1ccco1 | -9.2%[46.1 µM] | 11.5% | ? | 2.1% | 0.8% | 1.7% | 0.0% | 1.0%
CSc1cccc(NC(=S)N(CCC(C)C)C2CCN(C(C)=O)CC2)c1 | -15.9% | -0.5% | -10.8% | -0.9% | -12.9% | 3.5% | 1.1% | -0.8%
Cn1c(-c2ccc3ccccc3n2)nc2cnccc21 | -7.1%[46.1 µM] | -4.0% | 1.9% | -7.4% | -17.0% | -5.2% | -3.9% | 0.0%
CCN(C(=O)CSc1nnc(Cc2cccc3ccccc23)n1N)C1CCS(=O)(=O)C1 (configuration not stated) | -5.9%[46.1 µM] | 0.7% | -5.0% | -0.2% | -5.9% | -9.7% | 8.2% | -0.1%
CCc1ccc(NC(=O)N2CCC(c3ccccc3)C2)cc1 (configuration not stated) | 13.8% | 3.8% | 5.8% | -2.0% | -7.8% | -12.8% | 7.9% | -4.6%
CCOC(=O)c1cc(NC(=O)Nc2ccccc2Cl)c(C)nc1C | -18.1% | -19.9% | -0.9% | -16.4% | -22.1% | 4.6% | 11.9% | -0.9%[10.1 µM]
CCOc1ccc(NC(=S)N(CCc2ccncc2)C(C)C)cc1 | 7.3% | -6.3% | -13.0% | 0.6% | -17.0% | ? | -17.8% | -0.3%
O=C1c2ccccc2C(O)N1Cc1cccs1 (configuration not stated) | 3.7% | -0.2% | 7.5% | -1.8% | 6.2% | nt | 7.2% | -0.1%
Cc1cccc(OCC(=O)O/N=C(\N)c2ccccn2)c1C | 7.2%[46.1 µM] | -1.5% | 8.4% | -3.0% | -3.0% | -7.2% | -16.6% | -1.0%
CCOC(=O)C(CC)Sc1nnc(COc2ccc(C)cc2)n1-c1ccccc1 (configuration not stated) | -12.0%[46.1 µM] | -6.2% | -3.1% | -4.1% | -7.0% | -13.4% | 2.1% | -1.2%
CCOC(=O)c1cc(C)n(-c2ccccc2)c1C | -2.0% | -5.8% | -0.6% | -3.2% | -15.5% | -0.3% | -4.2% | 3.2%
CC(=O)c1ccc(NC(=O)CCC(=O)OCC(F)(F)C(F)F)cc1 | -8.9%[46.1 µM] | -0.9% | 5.2% | -5.1% | 12.0% | ? | 5.4% | 4.4%
CCn1cc(C(=O)O)c(=O)c2cnc(N3CCN(C(=S)Nc4ccc(F)cc4)CC3)nc21 | 9.9%[7.67 µM] | 0.9% | nt | -3.1% | -7.1% | nt | 7.8% | -1.4%
Cc1cccc(NC(=O)CSc2n[nH]c(-c3ccncc3)n2)c1 | 1.7%[46.1 µM] | -0.2% | 0.2% | -15.6% | 1.0% | 10.3% | -2.2% | 0.6%
C/C(=N\Nc1ccccc1)c1c(O)cc(C)oc1=O | -4.0% | -1.8% | 14.1µM* | 4.1% | -14.7% | 1.2% | ? | 1.1%
Cc1cc(C)nc(N/C(=N/S(=O)(=O)Cc2ccccc2)Nc2ccccc2)n1 | -4.9% | -2.6% | 12.6µM* | -0.4% | -12.8% | 0.5% | 4.9% | 1.0%
CC1=C(C(=O)Nc2ccccc2)C2(CCCCC2)C(C#N)=C(SCC(N)=O)N1 | -16.7%[46.1 µM] | -5.3% | -8.0% | -3.1% | -17.1% | 1.4% | 3.4% | -6.0%
CCCc1cc(=O)n2[nH]c(NCc3c(F)cccc3Cl)nc2n1 | 1.4%[46.1 µM] | 6.6% | ? | -4.0% | 10.1%&-10.5% | -6.2% | 6.1% | 1.0%&0.8%
Clc1cccc(Cl)c1-c1noc(-c2ccno2)n1 | 1.0% | 5.0% | 13.7% | 8.7% | -4.0% | 7.2% | 9.8% | 0.4%
O=C(CSc1cccc[n+]1[O-])c1ccccc1Br | 1.8% | -1.0% | 10.7% | -1.5% | -1.2% | 0.3% | 1.3% | 3.55µM*
